KCNK9 block: inhibitors of human KCNK9 two-pore domain potassium channel; B-score at 10 µM; AID 488922; hit rate 1.2% among 310,000; HEK293 KCNK9, FluxOR thallium flux fluorescence; hits give low values;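 active means ratio B-score over 3 SD below the library mean, with starting fluorescence within 5 SD of its mean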;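 further: negative B-score means less thallium flux so channel inhibition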
Target sequence (Q9NPC2 whole entry, looked up, the tested form may be a part): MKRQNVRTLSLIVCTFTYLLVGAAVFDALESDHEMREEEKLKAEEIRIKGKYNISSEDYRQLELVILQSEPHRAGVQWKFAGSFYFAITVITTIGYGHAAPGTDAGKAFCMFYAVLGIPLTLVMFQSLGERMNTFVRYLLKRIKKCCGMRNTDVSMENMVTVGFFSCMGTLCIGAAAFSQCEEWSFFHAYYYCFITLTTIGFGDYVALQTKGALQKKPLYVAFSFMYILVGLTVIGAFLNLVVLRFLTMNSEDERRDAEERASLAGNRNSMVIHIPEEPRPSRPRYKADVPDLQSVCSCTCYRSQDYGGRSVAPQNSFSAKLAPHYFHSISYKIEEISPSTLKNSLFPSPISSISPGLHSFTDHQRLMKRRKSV
KCNK3 block: human KCNK3 channel inhibition, primary screen; O14649; CHO-KCNK3 thallium flux, FluxOR fluorescence; hits give low values; B-score at 10 µM; hit rate 0.84% among 340,000; AID 602410;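 active means B-score under library mean minus 4 SD, starting fluorescence ratio at most library mean plus 5 SD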;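 further: more negative B-score means stronger inhibition of thallium flux through KCNK3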
Target sequence (O14649 whole entry, looked up): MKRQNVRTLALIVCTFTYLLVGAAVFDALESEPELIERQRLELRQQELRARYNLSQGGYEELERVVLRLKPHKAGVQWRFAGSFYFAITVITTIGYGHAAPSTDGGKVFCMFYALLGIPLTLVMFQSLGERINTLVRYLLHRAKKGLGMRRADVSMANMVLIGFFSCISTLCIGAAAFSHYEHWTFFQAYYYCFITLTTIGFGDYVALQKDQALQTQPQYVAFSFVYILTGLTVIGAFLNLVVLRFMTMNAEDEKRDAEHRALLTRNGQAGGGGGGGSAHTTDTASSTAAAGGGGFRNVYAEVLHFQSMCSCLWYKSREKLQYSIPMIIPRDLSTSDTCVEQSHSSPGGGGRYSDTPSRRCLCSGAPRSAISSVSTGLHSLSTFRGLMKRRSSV
RGS4 pot: potentiators or activators of RGS4. AID 463111. B-score at 10 µM. HEK293 M3R/inducible RGS4, carbachol calcium flux Fluo4; hits give low values. hit rate 0.92% among 310,000;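 active means B-score of the integrated calcium signal more than 4 SD below the library mean, with starting fluorescence not abnormally high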;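 further: negative B-score means reduced calcium response which marks RGS4 activation or potentiation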
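System – HEK293 FlpIn-TREx cells, stable M3R, doxycycline-inducible RGS4 · Reagent – ECmax carbachol challenge · Times – compound preincubation 20 min at room temperature before agonist · Technique – Fluo4 fluorescence kinetic imaging of calcium · Measure – B score of integrated Fluo4 ratio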
GSK3B inh: inhibitors of human GSK3beta kinase; GST-GSK3beta kinase, ADP-Glo luminescence, 60 min; hits give low values; hit rate 0.038% among 300,000; activity score (negative = inhibition), % at 10 µM;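 active means more than half of replicate wells score below -50%, meaning over 50% inhibition versus plate controls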;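 further: 0% = median DMSO wells and -100% = median GW8510 positive control wells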
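test system = GST-tagged human GSK3beta kinase, cell-free | reagent = 25 µM ATP with peptide substrate | dosing = one dose of 10 µM per compound | schedule = 60 min reaction, RT | detection = luminescent ADP-Glo measurement of ADP formed | control set = DMSO neutral wells and GW8510 at 20 µM as positive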
PolyA inhibitor: inhibitors of polyadenylation in S. cerevisiae; hit rate 0.02% among 300,000; S. cerevisiae SKY197-pL101 polyadenylation reporter, beta-gal luminescence; efflux-impaired pdr1/pdr3 knockout yeast; score 100 = 6 SD above DMSO; calls only at 12 µM; AID 1875;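 active means lowest replicate activity score at least 50, where 100 means six control SD above control mean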;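 further: yeast exposed to compound for 9 h at 30 °C; higher score means more reporter readthrough which indicates perturbed polyadenylation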
KCNQ1 block: blocks the human KCNQ1 potassium channel. P51787. CHO-K1 KCNQ1, FluxOR thallium flux fluorescence; hits give high values. B-score at 10 µM. hit rate 1.3% among 310,000. AID 2642;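 active means compounds whose thallium flux B-score, printed positive for inhibition, exceeds three library SD while starting fluorescence stays within three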;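 further: channel opened by potassium depolarization with thallium stimulus after 20 min compound exposure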
KCNQ1 pot: potentiators or activators of human KCNQ1 potassium channel; AID 2648; hit rate 0.35% among 310,000; CHO-K1 KCNQ1, thallium flux FluxOR fluorescence; hits give high values; B-score at 10 µM;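 active means fluorescence ratio B-score, a plate-corrected score, at least three library SD, with initial intensity B-score within 5 SD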
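assay system = CHO-K1 cells stably expressing KCNQ1 | medium = assay buffer, equal DMSO in all wells | timing = 37 °C overnight plating, 90-min dark dye load, 20-min compound pretreatment | measured by = kinetic FluxOR thallium fluorescence, 10-s 1-Hz baseline, 110-s post-stimulus read | measure = fluorescence change relative to baseline, converted to B score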
DYRK1A inh: Dyrk1A (rat) kinase inhibition; Q63470; ADP-Glo luminescence, NFATc1 peptide; inhibition, % at 12.5 µM; hit rate 0.43% among 310,000; in the data active means inhibition above about 50%;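 further: plate controls were vehicle with enzyme for no effect and no enzyme for full effect; many of its hits are not listed in these tables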
HDAC3 inhib: human HDAC3 inhibition; AID 2718; O15379; recombinant HDAC3, fluorogenic peptide/trypsin coupled, fluorescence; inhibition, % at 8.3 µM; hit rate 0.15% among 320,000; in the data active means inhibition above about 26%, passing the limit was not always enough
hERG rescue: shields human hERG channel from block by proarrhythmic agents; activation (rescue from dofetilide block), less the hit threshold, % at 10 µM; CHO-hERG, FluxOR thallium flux, dofetilide IC70 present; hit rate 0.51% among 310,000;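 active means activation above the mean of controls blocked by dofetilide plus 5 SD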;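 further: thallium influx through hERG after potassium depolarization seen as dye fluorescence rise; in these data hits start at about 4.7%; inactives centre near -7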
GSK3 alpha inh: human GSK-3 alpha kinase inhibition; P49840; ADP-Glo luminescence, 60 min; inhibition, % at 10 µM; hit rate 0.1% among 320,000;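 in the data active means inhibition above about 50%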;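 further: GST-tagged GSK-3 alpha with peptide substrate and 25 µM ATP; 0% = DMSO neutral wells and 100% = GW8510 positive control wells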
* marks the source's active call; other numbers are inactive results; i = inactive; / = no result given. Only part of the results is shown. The share of hits here may be higher or lower than overall.

SMILES | KCNK9 block | KCNK3 block | RGS4 pot | GSK3B inh | PolyA inhibitor | KCNQ1 block | KCNQ1 pot | DYRK1A inh | HDAC3 inhib | hERG rescue | GSK3 alpha inh
COc1ccc(CCNC(=O)c2ccc(NC3=NC4CS(=O)(=O)CC4S3)cc2)cc1OC (centres undefined) | i | i | i | -1 | i | i | i | 0 | 3 | -5 | -1
COCc1nnc(NC(=O)c2cc3ccccc3o2)s1 | i | i | i | -1 | i | i | i | -6 | 4 | -6 | -2
Cc1nccn1CCCNC(=O)CC1C(=O)NCCN1Cc1ccc(Cl)c(F)c1 (centres undefined) | i | i | i | 7 | i | i | i | 0 | 0 | -9 | 3
O=C(Nc1ccc(Cl)cc1C(=O)Nc1ccc(Br)cn1)c1ccco1 | -12* | i | i | -3 | i | i | i | 0 | 3 | -9 | -4
Cc1ccccc1NC(=O)C(C#N)Cc1cccnc1 (centres undefined) | i | i | i | -3 | i | i | i | -5 | 4 | -7 | -3
CCN1/C(=C\C=C2\C(=O)N(c3ccccc3)C(=S)N2C)Sc2ccccc21 | i | i | i | -2 | i | i | i | -1 | / | -7 | /
Cc1cc(C)n2cc(CSc3nnc(N)s3)nc2n1 | i | i | i | 0 | i | i | i | 4 | -6 | -4 | -1
COc1cccc(N(CC(=O)NC2CCCCC2)C(=O)CCCC(=O)Nc2ccccn2)c1 | i | i | i | 3 | i | i | i | -1 | -4 | -7 | 2
Cc1nn(C)c(Oc2ccccc2)c1CCNC(=O)C(C)(C)C | i | i | i | -1 | i | i | i | 1 | -3 | -17 | -2
COc1ccccc1C(=O)Nc1nc2ccccc2[nH]1 | i | i | i | 3 | i | i | i | 34 | 9 | -5 | 13
CCOC(=O)CN/C=C(\C#N)c1ccccc1 | i | i | i | 0 | i | i | i | 6 | 5 | -4 | -1
Cc1nc(NC(=O)CCc2ccccc2)ccc1Br | i | i | i | -1 | i | i | i | 5 | -1 | -10 | -1
O=C(NCc1cccs1)c1cc(S(=O)(=O)N2CCOCC2)c(Cl)cc1Cl | i | i | i | 2 | i | i | i | 0 | 4 | -6 | -1
COc1cc(C(=O)O/N=C(\N)c2cccc([N+](=O)[O-])c2)cc(OC)c1OC | i | i | i | 2 | i | i | i | / | 3 | 0 | 3
CCN1CCN(CCOc2ccc(Br)cc2C)CC1 | i | i | i | 0 | i | i | i | 9 | 0 | -13 | 0
O=C(NCc1ccccn1)c1ccc(Cl)c(S(=O)(=O)N2CCCCC2)c1 | i | i | i | 1 | i | i | i | -1 | 5 | -5 | -2
CC(=O)NC(CC(=O)N(Cc1ccccc1)c1ccc(C)cc1)c1ccccc1 (centres undefined) | i | i | i | 2 | i | i | i | 1 | -2 | -12 | 0
Cc1sc(-c2ccccn2)nc1OC(=O)c1ccc(F)cc1F | i | i | i | 1 | i | i | i | 7 | -1 | -5 | -3
O=c1ccc2c([nH]1)CCCCCCCCCC2 | i | i | i | -1 | i | i | i | 3 | -8 | -4 | -2
O=C(COC(=O)COc1ccccc1)Nc1cccc([N+](=O)[O-])c1 | i | i | i | -7 | i | i | i | / | 11 | -15 | -4

Given as comma-separated lines: part of the list above.
Compound,KCNK9 block,KCNK3 block,RGS4 pot,GSK3B inh,PolyA inhibitor,KCNQ1 block,KCNQ1 pot,DYRK1A inh,HDAC3 inhib,hERG rescue,GSK3 alpha inh
COc1ccc(CCNC(=O)c2ccc(NC3=NC4CS(=O)(=O)CC4S3)cc2)cc1OC (centres undefined),i,i,i,-1,i,i,i,0,3,-5,-1
COCc1nnc(NC(=O)c2cc3ccccc3o2)s1,i,i,i,-1,i,i,i,-6,4,-6,-2
Cc1nccn1CCCNC(=O)CC1C(=O)NCCN1Cc1ccc(Cl)c(F)c1 (centres undefined),i,i,i,7,i,i,i,0,0,-9,3
O=C(Nc1ccc(Cl)cc1C(=O)Nc1ccc(Br)cn1)c1ccco1,-12*,i,i,-3,i,i,i,0,3,-9,-4
Cc1ccccc1NC(=O)C(C#N)Cc1cccnc1 (centres undefined),i,i,i,-3,i,i,i,-5,4,-7,-3
CCN1/C(=C\C=C2\C(=O)N(c3ccccc3)C(=S)N2C)Sc2ccccc21,i,i,i,-2,i,i,i,-1,/,-7,/
Cc1cc(C)n2cc(CSc3nnc(N)s3)nc2n1,i,i,i,0,i,i,i,4,-6,-4,-1
COc1cccc(N(CC(=O)NC2CCCCC2)C(=O)CCCC(=O)Nc2ccccn2)c1,i,i,i,3,i,i,i,-1,-4,-7,2

(next part)
SMILES | KCNK9 block | KCNK3 block | RGS4 pot | GSK3B inh | PolyA inhibitor | KCNQ1 block | KCNQ1 pot | DYRK1A inh | HDAC3 inhib | hERG rescue | GSK3 alpha inh
COc1ccc(Cl)c(NC(=O)C/C(C)=N/NC(=O)CCc2ccccc2)c1 | i | i | i | 0 | i | i | i | -1 | 11 | -10 | -1
CCO[C@H]1OC(C(=O)Nc2ccccc2)=C[C@@H](c2csc3ccccc23)[C@@H]1CCCO | i | i | i | 1 | i | i | i | -6 | 12 | -7 | -4
c1ccc(CCCN2CCN(c3ccccc3)CC2)cc1 | i | i | i | 0 | i | i | i | 11 | -1 | -3 | -1
COc1ccc(OC)c(-c2nc(CN(C)C(C)c3ccncn3)c(C)o2)c1 (centres undefined) | i | i | i | 1 | i | i | i | 0 | 1 | -9 | 3
COC(=O)c1scc(C)c1N1C(=O)c2ccccc2C1=O | i | i | i | -1 | i | i | i | / | -4 | -6 | 1
O=C(CN1CCN(Cc2ccccc2)CC1)c1ccccc1 | i | i | i | 0 | i | i | i | 9 | -10 | -3 | /
O=[N+]([O-])c1cc(-c2ncccn2)c([N+](=O)[O-])s1 | i | i | i | 1 | i | i | i | -5 | 4 | -26 | -2
CCCCCn1cnc2c(=S)nc(N)[nH]c21 | i | i | i | 3 | i | i | i | 6 | / | -7 | /
Cc1nc2ccc(S(=O)(=O)c3ccc4nc(C)[nH]c4c3)cc2[nH]1 | i | i | i | -2 | i | i | i | -1 | -9 | -2 | -1
CCOc1ccc2nc(NC(=O)C(NS(=O)(=O)c3cccs3)C(C)C)sc2c1 (centres undefined) | i | i | i | 14 | i | i | i | 4 | 0 | -11 | 0
c1ccc2c(c1)ncn2-c1ccc(-c2ccnc(-c3ccncc3)n2)cc1 | i | i | i | -2 | i | i | i | / | -6 | 0 | -6
CCc1ccc2nc(Nc3ncc(C(C)=O)c(C)n3)nc(C)c2c1 | i | i | i | -3 | i | i | i | / | -5 | -9 | -1
COc1cccc(-c2nc(OC(C)C)c3ccccc3n2)c1 | i | i | i | -1 | i | i | i | 3 | -8 | -12 | -2
O=CC1=C(c2ccccc2)Oc2ccccc2O1 | i | i | i | -2 | i | 6* | i | 2 | -1 | -9 | -2
COc1ccc(/C=N/n2cnn(Cc3ccccc3Cl)c2=S)cc1OC | i | i | i | 0 | i | i | i | -6 | -1 | -2 | 3
N#C/C(C(=O)N1CCOCC1)=C1/SC(Cc2ccc(F)cc2)C(=O)N1c1ccccc1 (centres undefined) | i | i | i | 2 | i | i | i | 1 | -3 | -6 | -3
O=C(Nc1ccccc1)C(Cc1ccccc1)NC(=O)C12CC3CC(CC(C3)C1)C2 (centres undefined) | i | i | i | -3 | i | i | i | -8 | -3 | -4 | -2
COc1ccc(Cl)cc1NC(=S)N(Cc1ccc(C(=O)O)cc1)Cc1ccc(OC)c(OC)c1 | i | i | i | -3 | i | i | i | 3 | -14 | -23 | -3
Cc1ccccc1-n1c(SCC(=O)Nc2c(C)cccc2C)nc(O)cc1=O | i | i | i | / | i | i | i | -4 | 1 | -9 | -3
CC(C)C(=O)NNC(=O)CN1CCN(c2nc(-c3ccccc3)cs2)CC1 | i | i | i | -8 | i | i | i | / | 3 | -13 | 0
COc1ccc(/C=C/C(=O)OCC(=O)NCCC2=CCCCC2)cc1S(=O)(=O)N1CCOCC1 | i | i | i | 2 | i | i | i | 14 | 7 | -10 | -4
COc1ccccc1N1CCN(C(=O)COc2cc(C)cc3oc(=O)cc(C)c23)CC1 | i | i | i | -1 | i | i | i | -1 | 6 | -9 | -1
c1ccc(-c2nc3cccnc3nc2-c2ccccc2)cc1 | i | i | i | -11 | i | i | i | 6 | 1 | -9 | 0
COc1cc2c(cc1NC(=O)CN1CCN(S(=O)(=O)c3ccccc3F)CC1)oc1ccccc12 | i | i | i | 5 | i | i | i | 9 | -9 | -7 | -6
CN(CC(=O)Nc1ccccc1F)Cc1cccs1 | i | i | i | -1 | i | i | i | 0 | 4 | -5 | -2
Cn1nnnc1SCc1ccccc1F | i | i | i | 0 | i | i | i | / | -3 | -6 | -1
Cc1cccc(N2CCN(C(=O)c3ccccc3NC(=O)C3CCCCC3C(=O)O)CC2)c1 (centres undefined) | i | i | i | 3 | i | i | i | 1 | -2 | -8 | -1
CC(=O)c1ccc(NC(=O)CNC2CCCCC2)cc1 | i | i | i | 0 | i | i | i | 6 | 2 | -9 | 7
Cc1cc(C)c(S(=O)(=O)N(CC(=O)N2CCCC2)C2CCCCC2)c(C)c1 | i | i | i | 1 | i | i | i | 0 | -2 | -4 | 6
O=C(O)C[C@H]1c2cc(F)ccc2S(=O)(=O)N1C1CCCCC1 | i | i | i | -2 | i | i | i | 5 | 4 | -5 | -3
CCOC(=O)c1ccc(-n2ncc(C(=O)OCC)c2N)cc1 | i | i | i | 0 | i | i | i | 4 | 2 | -9 | 3
CCN(CC)S(=O)(=O)c1ccc(Cl)c(C(=O)OC)c1 | i | i | i | 1 | i | i | i | 4 | 0 | -10 | -2
CN(CC(=O)Nc1cc(S(=O)(=O)N2CCCC2)ccc1Cl)Cc1cccs1 | i | i | i | 2 | i | i | i | 3 | 12 | -12 | -4
O=C(c1csc(Nc2cccc3ccccc23)n1)N1CCCC1 | i | i | i | 2 | i | i | i | -3 | 0 | -12 | -2
O=C(NCCSc1ccc(Br)cc1)c1ccccc1 | i | i | i | 0 | i | i | i | -5 | 5 | -9 | -1
CCCn1c(SCC(=O)Nc2cccc(C(=O)OCC)c2)nnc1-c1ccoc1C | i | i | i | 0 | i | i | i | -1 | 1 | -5 | -1

Profiles as entered above. Screens in order: KCNK9 block | KCNK3 block | RGS4 pot | GSK3B inh | PolyA inhibitor | KCNQ1 block | KCNQ1 pot | DYRK1A inh | HDAC3 inhib | hERG rescue | GSK3 alpha inh
CCOC(=O)c1ccc(-n2ncc(C(=O)OCC)c2N)cc1 as listed: i | i | i | 0 | i | i | i | 4 | 2 | -9 | 3
O=C(c1csc(Nc2cccc3ccccc23)n1)N1CCCC1 as listed: i | i | i | 2 | i | i | i | -3 | 0 | -12 | -2
